Bioassay records as filed in PubChem BioAssay.
miR122 inh: miR-122 inhibition in Huh7 cells | activation (reporter increase), % at 12.5 µM | actives 0.3% (n = 340,000) | Huh7 miR-122 Renilla luciferase sensor, 48 h; neutral wells = 0, positive control = 100;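 active means mean replicate activation score at least 90 and every replicate individually at or above 90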;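 further: higher luciferase means less miR-122 activity so hits act as miR-122 inhibitors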
RAD52 inh: blocks human RAD52 DNA annealing | P43351 | recombinant RAD52 DNA annealing, FRET fluorescence | inhibition, % at 18.7 µM | actives 0.46% (n = 360,000);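 active means every replicate showing at least 50% inhibition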
Cneo AK release: causes C. neoformans cell lysis; actives 0.2% (n = 360,000); lysis activity, % at 15 µM; adenylate kinase release luminescence, 4 h; normalised: neutral wells 0, clomiphene wells 100;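 active means mean lysis activity across replicates of at least 80%, whatever share of replicates individually reach that level; inactive means mean lysis activity below 80%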
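Assay system: Cryptococcus neoformans yeast cells / Dosing: single-point compound dose / Timing: 4 h at 37 °C static, read 1 h later / Measured by: luminescence of released adenylate kinase using an AK detection reagent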
PGC1a acetyl inh: PGC1a acetylation modulation, inhibitor mode; U2OS PGC1a acetylation, AlphaScreen anti-acetyl-lysine; with virally co-expressed GCN5 acetyltransferase; inhibition, % at 15.6 µM; actives 0.17% (n = 350,000); AID 651687;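 active means every replicate shows inhibition of at least 40%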;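 further: 0% = neutral control wells and 100% = positive control wells; some results beyond the cut were filed as inactive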
PglD inh: PglD (C. jejuni) enzyme inhibition | purified PglD enzyme, DTNB colorimetric CoA detection | inhibition, % at 12.5 µM | actives 0.098% (n = 360,000) | AID 602405; in the data active means inhibition above about 16%, passing the limit was not always enough; further: strong numbers were not always called active
RAD54 branch: inhibitors of human RAD54 branch migration | AID 602329 | inhibition, % at 10.4 µM | Q92698 | actives 0.14% (n = 360,000) | RAD54 Holliday junction branch migration, FAM/BHQ fluorescence;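 active means mean normalized replicate activity at least 40 and at least half of replicates scoring 40 or more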;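 further: 0% = median of neutral control wells and 100% = median of positive control wells; inhibitors cause a drop in the FAM fluorescence signal; in these data hits start at about 50%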
Target sequence (Q92698 whole entry, looked up): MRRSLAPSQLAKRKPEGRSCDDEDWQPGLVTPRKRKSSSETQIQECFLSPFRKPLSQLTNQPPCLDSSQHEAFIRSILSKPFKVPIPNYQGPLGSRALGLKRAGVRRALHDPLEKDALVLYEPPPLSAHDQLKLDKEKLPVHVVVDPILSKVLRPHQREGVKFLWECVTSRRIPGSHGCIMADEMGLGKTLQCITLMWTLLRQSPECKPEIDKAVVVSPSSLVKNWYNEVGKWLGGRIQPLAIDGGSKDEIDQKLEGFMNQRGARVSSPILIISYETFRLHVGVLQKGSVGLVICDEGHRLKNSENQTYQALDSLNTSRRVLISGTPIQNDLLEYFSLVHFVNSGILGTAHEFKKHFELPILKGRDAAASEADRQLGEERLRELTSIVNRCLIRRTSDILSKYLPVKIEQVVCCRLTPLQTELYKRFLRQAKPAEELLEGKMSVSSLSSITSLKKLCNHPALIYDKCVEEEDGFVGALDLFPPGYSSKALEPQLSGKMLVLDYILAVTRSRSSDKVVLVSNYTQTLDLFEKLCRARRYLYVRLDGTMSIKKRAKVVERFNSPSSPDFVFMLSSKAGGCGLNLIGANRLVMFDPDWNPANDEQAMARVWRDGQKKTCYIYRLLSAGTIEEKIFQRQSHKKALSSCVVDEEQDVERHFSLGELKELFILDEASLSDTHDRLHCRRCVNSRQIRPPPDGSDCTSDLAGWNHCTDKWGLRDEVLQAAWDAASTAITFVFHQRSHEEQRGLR
ERAP1 HTS inh: inhibitors of human ERAP1 aminopeptidase; recombinant ERAP1, Leu-AMC fluorescence, 60 min; inhibition, % at 10.7 µM; Q9NZ08; AID 652197; actives 0.15% (n = 340,000);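 active means mean replicate inhibition of at least 30%, or all replicates individually reaching that 30% level; inactive means mean below 30% and not every replicate reaching it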;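 further: 0% = neutral control wells and 100% = L-leucinethiol positive control wells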
E-selectin induc: E-selectin induction on HUVECs | HUVEC E-selectin immunofluorescence imaging; normalized: neutral wells 0, TNF-alpha wells 100 | activation, % at 7.58 µM | actives 0.37% (n = 260,000) | AID 686992;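 active means mean E-selectin-positive cell signal at least 10% of the positive control, reached in at least 60% of replicates, without over 20% cell loss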;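 further: in these data hits start at about 27%; measured in HUVEC primary endothelial cells; signal is the percent of cells scored E-selectin positive by PE staining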
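System: HUVEC, human umbilical vein endothelial cells; quantity: 3,000 cells/well; buffer or medium: EGM-2 medium, gelatin-coated wells; dosing: single-point compound dose; detection: immunofluorescence imaging; evaluation: % PE-positive cells; benchmarks: TNF-alpha, DMSO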
* = called active by the depositor; . = not tested or not shown; [ ] = another dose, or the depositor's remark.

A first look, 3 compounds:
mol	miR122 inh	RAD52 inh	Cneo AK release	PGC1a acetyl inh	PglD inh	RAD54 branch	ERAP1 HTS inh	E-selectin induc
CCNC(=S)NNC(=O)c1cccn(Cc2ccc(Cl)cc2Cl)c1=O	-1	2	2	2	2	-5	2	.
Cc1ccc(S(=O)(=O)NC(C)(C)CSc2nncn2C)cc1	-4	0	1	6	2	12	-4	.
Cc1ccc(CN2C(=O)N/C(=C\c3cccn3-c3cccc(C(=O)O)c3)C2=O)cc1	-1	-51	-4	0	-3	-2	11	.

This part in full, from the start:
mol	miR122 inh	RAD52 inh	Cneo AK release	PGC1a acetyl inh	PglD inh	RAD54 branch	ERAP1 HTS inh	E-selectin induc
CCNC(=S)NNC(=O)c1cccn(Cc2ccc(Cl)cc2Cl)c1=O	-1	2	2	2	2	-5	2	.
Cc1ccc(S(=O)(=O)NC(C)(C)CSc2nncn2C)cc1	-4	0	1	6	2	12	-4	.
Cc1ccc(CN2C(=O)N/C(=C\c3cccn3-c3cccc(C(=O)O)c3)C2=O)cc1	-1	-51	-4	0	-3	-2	11	.
O=C(CCCSc1ccccc1)Nc1ccc(Cl)c(S(=O)(=O)N2CCOCC2)c1	.	-15	3	.	0	-5	2	0.1
CCOc1ccc(CN2CCN(C/C=C/c3ccc(OC)cc3)CC2CCO)cc1 (stereo not drawn)	0	-12	0	12	0	-6	-3	.
CCOc1ccc(NC(=O)c2ccc(CNc3c(NC4CCCCC4)c(=O)c3=O)cc2)cc1	-3	-10	0	-7	-1	-2	-1	-0.4
O=C(Nc1cccc2ccccc12)c1cccc(F)c1	.	-3	0	-4	2	0	-1	.
CCN(CC)C(=O)NC1CCCCCCC1	-2	-13	0	.	-6	8	-1	0.5
Cc1cccc(C(=O)NC(=S)Nc2ccccc2C(=O)O)c1	-4	-9	5	0	-1	9	-1	-1.4
CCn1c(COc2cccc(C)c2)nnc1SCC(=O)N1CCCC1	-11	.	0	-2	-5	-16	.	.
C[C@@H]1CCCCO[C@@H](CN(C)CC2CCCCC2)[C@@H](C)CN([C@H](C)CO)C(=O)c2cc(NC(=O)Nc3ccc(C(F)(F)F)cc3)ccc2O1	14[16.7 µM]	6	50	9	-1	7	0	0.9
CCOC(=O)C1CCN(S(=O)(=O)c2csc(C(N)=O)c2)CC1	.	-13	-4	3	2	-3	-1	0.2
CN(C(=O)c1ccc(NC(=O)C2CCCN(C(=O)OC(C)(C)C)C2)cc1)C1CCCC1 (stereo not drawn)	-1	-13	-1	.	-3	-3	3	2.0
O=C(NCC1CCOCC1)c1cc(COc2cccc(C(F)(F)F)c2)on1	5	-5	0	-2	-3	-3	2	0.0
C/C=C/c1ccc2c(c1)O[C@@H](CN(C)C)[C@@H](C)CN([C@@H](C)CO)S2(=O)=O	3[16.7 µM]	-10	-6	0	-1	6	-1	0.6

Remaining list, next part.
mol	miR122 inh	RAD52 inh	Cneo AK release	PGC1a acetyl inh	PglD inh	RAD54 branch	ERAP1 HTS inh	E-selectin induc
COc1ccc(NC(=O)Nc2ccc3c(c2)C(=O)N([C@H](C)CO)C[C@H](C)[C@H](CN(C)CC2CC2)OCCCC[C@H](C)O3)cc1	0[16.7 µM]	41	55	17	3	7	1	-0.4
CCc1cccc(C)c1NC(=O)CC1Oc2ccc(C)cc2NC1=O (stereo not drawn)	0	-8	6	-25	0	6	-2	0.5
O=C(C[C@H]1C[C@@H]2c3cc(NC(=O)c4ccc5c(c4)OCO5)ccc3O[C@@H]2[C@@H](CO)O1)NCCc1ccccc1	-1[16.7 µM]	-7	0	-6	2	-4	1	0.1
CCCCN(C=O)c1c(CC)nc2ccc(C(=O)N3CCN(C(=O)c4ccco4)CC3)cn12	-2	-11	-2	1	1	-11	6	-0.1
O=C(NC1Cc2ccccc2C1)[C@H]1[C@H](CO)[C@H]2Cn3c(ccc(-c4ccccc4F)c3=O)[C@@H]1N2	-3[16.7 µM]	-21	0	-3	-3	4	6	-0.4
COc1ccc(S(=O)(=O)Nc2ccc3c(c2)CC(=O)N([C@H](C)CO)C[C@H](C)[C@H](CN(C)CC2CCCCC2)O3)cc1	1[16.7 µM]	-1	1	-3	6	-3	-1	0.0
CCCN1CCN(C(=O)c2cn(CC(C)C)c(=O)c3cc(OC)c(OC)cc23)CC1	-7	.	0	7	11	7	.	.
Cc1noc(C)c1S(=O)(=O)Nc1cccc2c1O[C@@H](CN(C)CC1CC1)[C@@H](C)CN([C@H](C)CO)C2=O	-6[16.7 µM]	-18	-6	2	3	-1	0	-0.6
CNc1cc(F)nc(F)n1	-3	.	0	.	-5	-2	.	.
CC1(C(=O)O)CCC(C(=O)Nc2ccc(Cl)c(Cl)c2)C1(C)C (stereo not drawn)	2	-3	0	.	0	6	14	.
CC(=O)c1c(C)nc2ccc(Br)cc2c1C(=O)O	-6	-20	-2	-7	-4	-15	3	1.1
C[C@@H]1CN([C@H](C)CO)S(=O)(=O)c2ccc(-c3cncnc3)cc2O[C@H]1CN(C)Cc1ccncc1	1[16.7 µM]	7	-1	10	-2	-8	1	-0.1
CN(CCN1CCOCC1)Cc1nc(-c2ccc(Cl)cc2)no1	-6	-8	-9	-5	3	-6	6	0.9
O=C(CNc1cccc(S(=O)(=O)N2CCOCC2)c1)N1CCc2ccccc21	-12	-4	-1	7	2	-6	2	1.8
CC(=O)N1c2ccc(S(=O)(=O)N3CCCC3)cc2CC1C(=O)Nc1cc(C)cc(C)c1 (stereo not drawn)	-3	-31	3	2	6	-13	2	.

Next section:
mol	miR122 inh	RAD52 inh	Cneo AK release	PGC1a acetyl inh	PglD inh	RAD54 branch	ERAP1 HTS inh	E-selectin induc
O=C(CN1C(=O)NC2(CCCCCC2)C1=O)c1ccc(Cl)cc1	6	-3	-1	-17	0	-6	-4	.
O=C(NCc1ccc2c(c1)OCO2)c1ccc(Cl)c(S(=O)(=O)NCc2ccccc2)c1	52	-47	-2	9	-13	4	-2	.
COc1ccc(CNCc2c(O)c(Cl)cc3c(C)c(C)c(=O)oc23)c(OC)c1	-2	-16	9	1	1	-18	-429	0.0
Cc1cc(C)c(C(=O)NC2CCCc3c2cnn3-c2ccc(C)c(C)c2)c(=O)[nH]1 (stereo not drawn)	11	-2	-3	4	-3	9	0	0.2
COc1cc(OC)c(OC)cc1CN1CCN(Cc2cccn2C)CC1	3	.	-1	-1	-7	-29	.	.
Cc1ccccc1NS(=O)(=O)c1cc(C(N)=O)ccc1C	10	.	-3	29	2	3	.	.
CCOC(=O)C1=C[C@@H](CC)N(S(=O)(=O)c2ccc(C)cc2)[C@H]1c1cccs1	-4	0	-3	-22	-1	6	-10	-0.3
CCOC(=O)[C@@H]1[C@H]2COc3ccccc3[C@@H]2N2C(=O)N(c3ccc(C(F)(F)F)cc3)C(=O)[C@]12C	-3	-16	1	6	-3	-19	3	0.5
COc1ccc(-c2cccc(-c3nc(C(=O)N(C)C)cc4c3[C@@H](CCO)N([S@](=O)C(C)(C)C)C4)c2)cc1	.	-28	-5	16	3	5	-2	0.0
O=C([C@H](Cc1ccccc1)NS(=O)(=O)c1ccc(Cl)cc1)N1CC[C@@]2(O)CCCC[C@H]2C1	11	.	0	7	2	6	.	.
COc1ccccc1CN1CC(C(=O)N2CCN(c3ccc(F)cc3)CC2)CC1=O (stereo not drawn)	-9	.	-1	10	2	8	.	.
CC(C)Oc1ccc(CNC(=S)N/N=C/c2cccnc2)cc1	7	.	5	3	-6	-1	.	.
CC1=C(C(=O)OCc2ccccc2)C(c2ccccc2[N+](=O)[O-])NC(=O)N1C (stereo not drawn)	-5	-49	0	-4	-1	2	0	.
COc1ccc(CCC(=O)NNC(=O)c2ccccn2)cc1OC	1	-17	0	11	0	5	-3	.
COc1ccc(C(=O)NCC2(c3ccccc3)CCCC2)c(OC)c1	-6	-21	4	3	-2	0	-5	-0.2

(more compounds)
mol	miR122 inh	RAD52 inh	Cneo AK release	PGC1a acetyl inh	PglD inh	RAD54 branch	ERAP1 HTS inh	E-selectin induc
O=C1OC(c2ccccc2)(c2ccc(O)cc2)c2ccccc21 (stereo not drawn)	11	-5	2	-6	1	-5	-4	0.1
CC=Cc1ccc2n(c1=O)C[C@@H]1[C@@H](CO)[C@H](C(=O)N3CCOCC3)[C@H]2N1CC1CC1 (mixture of isomers)	4[16.7 µM]	4	-2	.	-1	1	-1	0.1
Cc1ccc(NC(=O)C2CCCN(S(=O)(=O)c3ccc4[nH]c(=O)ccc4c3)C2)cc1C (stereo not drawn)	-4	-16	1	.	2	2	.	0.0
COc1ccc(OC)c(NC(=O)CCN2CCN(c3ccccc3OC)CC2)c1	-1	-5	0	.	-4	-9	-5	-0.1
O=C(CN(C(=O)Cn1nnc(-c2cccs2)n1)c1ccc2c(c1)OCCO2)NCc1ccccc1	2	.	3	-13	-2	-5	.	.
Cc1nn(-c2nc3ccccc3n2Cc2ccccc2)c2c1C(=O)CC(C)(C)C2	-5	.	4	-8	-3	-9	.	.
Cc1ccc(N(CC(O)CN(C)C)S(=O)(=O)c2ccccc2)cc1 (stereo not drawn)	-8	.	0	-1	2	3	.	.
CNc1nc(NCCOc2ccccc2Cl)c2sccc2n1	-4	-14	0	10	3	3	-2	-0.4
CSc1nc(-c2ccc(Cl)cc2)nn1C(=O)c1ccccc1	8	-13	-4	.	3	1	-2	0.0
OCC1(Cc2ccccc2C(F)(F)F)CCN(Cc2ccncc2)CC1	0	0	-5	5	2	11	2	0.4
CN(C)C(=O)c1cccc(-c2ccccc2[C@H]2[C@H](C#N)N(C(=O)C3CCCCC3)[C@H]2CO)c1	.	6	.	-5	.	.	-3	0.2
CO[C@H]1CN(C)C(=O)c2ccc(NC(=O)c3cc(C)on3)cc2OC[C@@H](C)N(CC2CC2)C[C@@H]1C	.	5	-4	8	2	3	2	0.1
CC(C)NC(=O)N[C@@H]1CC[C@H](CC(=O)N2CCCCC2)O[C@H]1CO	-16[16.7 µM]	-3	-1	.	-1	-1	-2	0.6
CCc1ccc(CN(C)Cc2nc(Cc3ccc(OC)c(OC)c3)no2)nc1	.	-24	.	-3	.	.	-4	-0.1
CCOC(=O)c1cc(-c2ccco2)nc2c1c(C)nn2-c1ccccc1	-1	.	-1	4	-1	8	.	.

The closing 2 entries of the section before come first, to join the parts:
mol	miR122 inh	RAD52 inh	Cneo AK release	PGC1a acetyl inh	PglD inh	RAD54 branch	ERAP1 HTS inh	E-selectin induc
CCc1ccc(CN(C)Cc2nc(Cc3ccc(OC)c(OC)c3)no2)nc1	.	-24	.	-3	.	.	-4	-0.1
CCOC(=O)c1cc(-c2ccco2)nc2c1c(C)nn2-c1ccccc1	-1	.	-1	4	-1	8	.	.
COc1ccc(CNC(=O)C[C@@H]2C[C@@H]3c4cc(NC(=O)CN(C)C)ccc4O[C@@H]3[C@H](CO)O2)cc1	-2[16.7 µM]	5	3	-4	4	0	1	-0.3
NCCSc1c(-c2ccc(Cl)cc2)[nH]c2ccccc12	12	-145	.	-6	.	.	-1	8.3
COc1cccc(C(=O)CN2CCC(NC(=O)NC3CCCCC3)CC2)c1	-23	-6	.	8	0	3	5	.
CN1C(=O)c2cc(NC(=O)c3cc(F)cc(F)c3)ccc2OC[C@@H]2O[C@H](CC(=O)O)CC[C@@H]21	0[16.7 µM]	-13	-1	1	-3	2	1	0.0
O=C(CNS(=O)(=O)c1ccccc1)OCC(=O)c1cccc([N+](=O)[O-])c1	-2	.	18	-10	1	-9	.	.
COCC(=O)N1C[C@@H]2[C@H](c3ccccc31)[C@H](CO)N2C(=O)Nc1ccccc1F	8[16.7 µM]	-1	47	7	-2	-13	2	-0.3
CC1CC(C)CN(C(=O)CN2CCN(Cc3ccc(Cl)cc3)C2=O)C1 (stereo not drawn)	7	.	2	0	-2	6	.	.
O=C(Cn1nnc2ccccc21)NNC(=O)c1ccccc1	-11	10	1	5	4	-6	-2	.
